GSK3B inh: human GSK3beta kinase inhibition. P49841. activity score (negative = inhibition), % at 10 µM. GST-GSK3beta kinase, ADP-Glo luminescence, 60 min; active compounds read low. 300,000 tested, 0.038% active;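 active means more than half of replicate wells score below -50%, meaning over 50% inhibition versus plate controls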;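 further: 0% = median DMSO wells and -100% = median GW8510 positive control wells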
Target sequence (P49841 whole entry, looked up): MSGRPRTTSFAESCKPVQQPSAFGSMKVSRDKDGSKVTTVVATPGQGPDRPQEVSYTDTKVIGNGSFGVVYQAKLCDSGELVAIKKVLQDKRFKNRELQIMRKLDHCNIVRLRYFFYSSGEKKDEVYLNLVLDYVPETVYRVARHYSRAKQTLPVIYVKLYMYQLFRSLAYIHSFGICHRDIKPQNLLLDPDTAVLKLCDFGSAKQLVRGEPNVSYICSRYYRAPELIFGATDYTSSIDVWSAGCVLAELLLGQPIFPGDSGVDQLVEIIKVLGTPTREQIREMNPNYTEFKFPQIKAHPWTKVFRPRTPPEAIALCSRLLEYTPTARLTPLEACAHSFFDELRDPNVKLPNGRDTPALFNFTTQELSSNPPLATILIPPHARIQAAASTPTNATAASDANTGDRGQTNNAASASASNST
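test system = GST-tagged human GSK3beta kinase, cell-free | reagent = 25 µM ATP with peptide substrate | dosing = one dose of 10 µM per compound | schedule = 60 min reaction, RT | detection = luminescent ADP-Glo measurement of ADP formed | control set = DMSO neutral wells and GW8510 at 20 µM as positive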
GSK3A inh: human GSK-3 alpha kinase inhibition | ADP-Glo luminescence, 60 min | AID 2650 | 320,000 tested, 0.1% active | P49840 | inhibition, % at 10 µM;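 in the data active means inhibition above about 50%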;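 further: GST-tagged GSK-3 alpha with peptide substrate and 25 µM ATP; 0% = DMSO neutral wells and 100% = GW8510 positive control wells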
Target sequence (P49840 whole entry, looked up): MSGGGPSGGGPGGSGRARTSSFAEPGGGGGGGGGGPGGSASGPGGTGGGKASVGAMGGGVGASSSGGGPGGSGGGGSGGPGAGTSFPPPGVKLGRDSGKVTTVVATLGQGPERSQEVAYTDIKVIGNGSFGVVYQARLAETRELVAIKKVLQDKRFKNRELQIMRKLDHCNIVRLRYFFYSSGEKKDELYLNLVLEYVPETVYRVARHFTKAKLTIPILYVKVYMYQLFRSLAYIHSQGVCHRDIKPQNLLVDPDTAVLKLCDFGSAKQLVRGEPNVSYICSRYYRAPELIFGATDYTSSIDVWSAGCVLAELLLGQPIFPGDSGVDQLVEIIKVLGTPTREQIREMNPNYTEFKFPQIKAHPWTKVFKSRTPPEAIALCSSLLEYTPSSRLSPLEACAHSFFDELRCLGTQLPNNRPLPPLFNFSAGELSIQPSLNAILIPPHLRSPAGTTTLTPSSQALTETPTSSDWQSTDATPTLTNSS
HSP90 inh: blocks HSP90-mediated luciferase refolding in reticulocyte lysate; 290,000 tested, 0.91% active; AID 1789; Rabbit reticulocyte lysate, luciferase refolding luminescence, 3 h; inhibition, % at 5.6 µM;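 active means inhibition above the screen-wide mean plus 3 SD, computed separately per campaign, cut at about 16% in these data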;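 further: 0% = DMSO wells and 100% = 60 µM geldanamycin wells; inhibitors lower the luminescence because luciferase stays unfolded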
aSyn 5UTR inh: 5' untranslated region of α-synuclein, MLPCN primary screen | AID 1813 | 300,000 tested, 0.82% active | inhibition, % (tested at 7.5 µM) | alpha-synuclein 5'UTR reporter, inhibitor activity; in the data active means inhibition above about 60%;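 further: H4 neuroglioblastoma cells stably carrying SNCA 5'UTR luciferase fusion; 0% = DMSO wells and 100% = positive control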
Platelet DG rel: platelet dense granule release activity. AID 1663. inhibition, %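 (compounds screened at 7.5 µM in platelet-rich plasma)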. 300,000 tested, 0.22% active. human platelet-rich plasma, SFLLRN dense granule ATP release, luminescence;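 active means mean replicate score, as percent of positive control, at or above 50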
KLF5 inh: kruppel-like factor 5 inhibition | DLD-1 KLF5 promoter-luciferase reporter, luminescence | inhibition, % at 5 µM | 290,000 tested, 0.23% active;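 active means inhibition above a per-plate limit of that plate's mean compound inhibition plus 3 SD, cut at about 60% in these data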;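 further: 0% = DMSO wells and 100% = LY294002 at 200 µM; higher means less KLF5 promoter-driven luciferase light; inactives centre near -14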
HSF-1 act: increases HSF-1 driven luciferase reporter signal; NIH3T3-HGL HSF-1 luciferase reporter, MG132, 8 h; 100% = twice DMSO control signal; activation, % at 9 µM; 300,000 tested, 1.7% active; AID 504408;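 active means mean replicate activation of at least 50% with a set share of replicates each reaching 50%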;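 further: 0% = median of the neutral control wells and 100% = twice that signal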
DYRK1A inh: Dyrk1A (rat) kinase inhibition; inhibition, % at 12.5 µM; AID 504441; 310,000 tested, 0.43% active; ADP-Glo luminescence, NFATc1 peptide; Q63470; in the data active means inhibition above about 50%;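 further: plate controls were vehicle with enzyme for no effect and no enzyme for full effect; many of its hits are not listed in these tables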
IEC-6 tox: IEC-6 cytotoxicity, counter-screen for KLF5 inhibitors | luminescence viability | inhibition, % at 5 µM | 290,000 tested, 0.78% active | AID 1825; in the data active means inhibition above about 22%;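 further: 0% = plate median of test compound wells and 100% = cytotoxic reference compound wells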
HSF1 inh: HSF1 inhibition; NIH3T3-HGL HSE-luciferase, MG132-induced, luminescence 8 h; active compounds read low; activity change, negative = inhibition, % at 7.5 µM (by protocol); 300,000 tested, 0.77% active;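 active means more than half of replicate wells show activity change below -50%, luminescence cut by over half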;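 further: luciferase reports HSF-1 transcriptional activity via heat shock element; 0% = median of DMSO wells and -100% = zero luminescence signal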
Active calls of the source: *; · = no result given. These rows are one share of the data, so the mix of outcomes need not match the whole.

SMILES	GSK3B inh	GSK3A inh	HSP90 inh	aSyn 5UTR inh	Platelet DG rel	KLF5 inh	HSF-1 act	DYRK1A inh	IEC-6 tox	HSF1 inh
CCOc1cc(S(=O)(=O)NCc2cccs2)ccc1Cl	3	-2	-1	-19	-1	-45	-2	8	0	0
COc1ccc(NS(=O)(=O)c2ccc(N3CCOCC3)c(NC(=O)c3ccc(F)cc3)c2)cc1	3	-1	-3	-12	-7	-10	12	-11	3	0
O=C(c1c(Cl)cccc1Cl)N1CCN(c2ccccn2)CC1	2	-1	4	-6	11	0	0	2	5	2
CCCSc1ccc([C@@H]2[C@H]3C(=O)N(CC)C(=O)[C@H]3[C@]3(C(=O)OC)CCCCN23)cc1	0	0	·	3	1	·	20	0	·	3
CCOC(=O)c1c(S(=O)(=O)N2CCN(c3ccc(C(C)=O)cc3)CC2)c(C)n(C)c1C	2	-2	-4	21	10	-33	6	7	0	-6
CN1CCCN(C(=O)c2cccc(Br)c2)CC1	3	-2	-2	9	-3	-20	0	-3	0	-3
CC(=O)c1ccc(S(=O)(=O)Nc2cccc(-c3ccc4nncn4n3)c2)cc1	2	·	4	12	-4	6	10	2	2	-2
O=C(Nc1ccccc1Cl)NC1(C(=O)N2CCOCC2)CCCCC1	·	-1	1	2	-2	8	18	-3	-5	-2
CC(C)(C)c1nnc(NC(=O)c2ccc3c(c2)OCO3)s1	-1	-1	1	-191	-19	-183	29	6	1	31
Cc1cccc(N2CCN(S(=O)(=O)c3ccc(S(=O)(=O)N4CCCC4)cc3)CC2)c1C	-2	0	0	9	0	-22	10	0	-7	-3
COc1cccc(C(=O)N2CCN(c3ncccn3)CC2)c1	0	-2	-2	-14	-11	-62	6	14	1	5
CS(=O)(=O)/C(C#N)=C/c1cccn1S(=O)(=O)c1ccccc1	1	-2	-1	-14	0	-19	13	2	-4	0
Cc1ccc2c(c1)N(CC(=O)Nc1ncccc1C)C(=O)C(C(C)C)O2 (stereo not drawn)	6	1	0	10	1	-10	7	3	-6	-1
COc1ccc(-c2n[nH]c3c2CN(C(=O)c2ccccc2)CC3)cc1	-4	4	1	9	10	-3	2	2	7	-9
CCC(CO)n1cnnc1-c1ccncc1 (stereo not drawn)	-3	-2	-4	7	-9	-9	15	-9	-3	-4
Cc1ccc(Oc2ncc(CN3CCOCC3)s2)cc1	-1	0	1	-78	-1	-88	16	3	6	6
O=C(CSc1nc2c(c(=O)[nH]1)CCC2)Nc1cccc(F)c1	2	-1	-4	-5	-4	-41	32	-8	2	9
COC(=O)Cn1cc(C(=O)C(C)(C)C)c2ccccc21	0	0	1	-21	-1	-26	-4	-6	-12	-7
COc1ccc(S(=O)(=O)NCc2cc(=O)n(C)c(=O)n2C)cc1C	-3	-1	-3	6	8	-19	5	-4	-1	-5
O=C(CN(Cc1cccs1)S(=O)(=O)c1ccc(S(=O)(=O)N2CCCCC2)cc1)Nc1ccccc1	-1	-2	-1	-15	-10	-8	-5	·	2	-7
O=[N+]([O-])c1ccc(S(=O)(=O)CC(CN2CCOCC2)N2CCOCC2)cc1 (stereo not drawn)	-1	0	-2	-45	0	-10	7	2	-2	6
COc1ccc(NC(=O)Cn2c(C)cc(=O)c3cccc(OC)c32)cc1	2	0	·	8	-1	·	7	7	·	-10
CCCCOc1ccc(/C(O)=C2/C(=O)C(=O)N(CCN(C)C)C2c2ccc(O)c(OC)c2)cc1 (stereo not drawn)	3	-3	3	13	-1	9	-15	-2	-3	-5
O=C(COC(=O)C1CC(O)CN1C(=O)Oc1ccccc1)c1ccc(Br)cc1 (stereo not drawn)	1	-5	0	15	-3	-29	-3	1	-2	0
COc1cc(C)ccc1OCc1cc(C(=O)N2CCN(C3CCCCC3)CC2)no1	-3	·	4	-99	-4	-55	15	7	2	18

Quoted at random: 4 entries already listed
SMILES	GSK3B inh	GSK3A inh	HSP90 inh	aSyn 5UTR inh	Platelet DG rel	KLF5 inh	HSF-1 act	DYRK1A inh	IEC-6 tox	HSF1 inh
O=C(CSc1nc2c(c(=O)[nH]1)CCC2)Nc1cccc(F)c1	2	-1	-4	-5	-4	-41	32	-8	2	9
COc1ccc(-c2n[nH]c3c2CN(C(=O)c2ccccc2)CC3)cc1	-4	4	1	9	10	-3	2	2	7	-9
CCOc1cc(S(=O)(=O)NCc2cccs2)ccc1Cl	3	-2	-1	-19	-1	-45	-2	8	0	0
COC(=O)Cn1cc(C(=O)C(C)(C)C)c2ccccc21	0	0	1	-21	-1	-26	-4	-6	-12	-7

A draw from above in order of formula weight, rising.
SMILES	GSK3B inh	GSK3A inh	HSP90 inh	aSyn 5UTR inh	Platelet DG rel	KLF5 inh	HSF-1 act	DYRK1A inh	IEC-6 tox	HSF1 inh
COc1cccc(C(=O)N2CCN(c3ncccn3)CC2)c1	0	-2	-2	-14	-11	-62	6	14	1	5
O=C(CSc1nc2c(c(=O)[nH]1)CCC2)Nc1cccc(F)c1	2	-1	-4	-5	-4	-41	32	-8	2	9
COc1ccc(-c2n[nH]c3c2CN(C(=O)c2ccccc2)CC3)cc1	-4	4	1	9	10	-3	2	2	7	-9

Additional compounds:
SMILES	GSK3B inh	GSK3A inh	HSP90 inh	aSyn 5UTR inh	Platelet DG rel	KLF5 inh	HSF-1 act	DYRK1A inh	IEC-6 tox	HSF1 inh
COc1ccc(CN(Cc2cccnc2)S(=O)(=O)c2ccc(-n3cnnn3)c(OC)c2)cc1	-5	-1	-6	4	4	-20	11	-4	-2	-2
O=C(COc1ccccc1F)NC12CC3CC(CC(C3)C1)C2	5	1	3	-9	-1	-24	·	-3	-2	·
CCNC(=O)c1ccc2c(c1)S(=O)(=O)c1ccccc1C2=O	2	1	3	14	·	6	-2	14	3	-3
c1ccc(CN2CCN(CCOCCOc3cccc4ccccc34)CC2)cc1	-1	0	3	-14	18	-1	5	2	-4	3
CCNc1nc(NC(C)(C)C)nc(Oc2ccc(=O)n(-c3ccccc3)n2)n1	-1	-2	6	23	1	-12	-3	-2	0	6
CC(=O)c1ccc(NC(=O)c2cccc(S(=O)(=O)N3CCN(C)CC3)c2)cc1	-1	-1	2	-112	-2	-80	27	1	-2	-3
C[C@@H]1C[C@@H]2OC(=O)[C@]3(C)[C@H]2[C@@H](OC3(C)O)[C@]2(C)C(=O)C=C[C@H]12 (stereo partly drawn)	0	1	·	-23	3	·	1	-12	·	3
Nc1cc2nc3ccccc3oc-2cc1=O	·	-2	4	·	·	-56	·	36	3	·
CC(C)CNc1cc(Cl)c(S(=O)(=O)NCC(C)C)cc1C(=O)O	7	-8	1	·	·	-2	·	3	4	·
CCN(CC)CCCNC(=S)N1CCC(c2nc3ccccc3[nH]2)CC1	-3	1	-1	0	-4	-22	-7	1	-3	0
CN1/C(=C\C(=O)CSc2nnc(N)s2)C(C)(C)c2ccccc21	-2	-1	-1	4	-3	2	8	9	1	1
Cc1nc2nc(SCc3ccccc3)[nH]n2c(=O)c1C	0	-1	2	6	1	-11	-22	-1	9	-4
CCOc1ccccc1NC(=O)CSc1nnc2c(CC)c(C)nc(N)n12	3	0	1	29	7	-16	-3	-5	1	-11
CCOCCCn1c(SCc2nc3sc(C(=O)O)c(C)c3c(=O)[nH]2)nnc1-c1ccc(Cl)cc1	-1	2	1	-20	-2	-41	6	·	1	6
Cc1ccc(Sc2ncccc2C(=O)NCC(c2ccc(F)cc2)N2CCOCC2)c(C)c1 (stereo not drawn)	4	-1	·	10	29	·	8	2	·	0
COc1cccc(NC(=O)c2oc3ccccc3c2NC(=O)C(C)(C)C)c1	·	-1	1	34	-4	-18	-20	-12	-6	-12
S=c1[nH]nc(-c2cccs2)n1/N=C/c1cn(-c2ccccc2)nc1-c1cccs1	2	-3	6	-34	33	-1	12	·	0	2
COc1ccc(C(=O)Nc2ccccc2-c2nnn(CC(=O)N3CCOCC3)n2)cc1	1	-1	0	0	1	-3	9	-1	3	-4
ONC(=Nc1ccccc1)C(=Nc1ccccc1)NO	0	-1	-3	-2	17	-15	25	-8	-3	17
Cc1ccc(Cn2ncc(Cl)c(Cl)c2=O)cc1	0	-2	1	-45	1	3	37	-7	2	26
CN(Cc1ccccc1)C(=O)CN(C1CCCCC1)S(C)(=O)=O	2	0	-2	-5	1	-32	43	4	1	11
Cc1nn(-c2ccccc2)c(C)c1/C=N/NC(=O)c1cc(-c2ccccc2)n[nH]1	-2	-1	1	82*	-1	63*	-25	0	77*	-23
Cc1ccc(C(=O)CSc2nnc3ccccn23)c(C)c1	1	-1	12	-74	0	-127	22	-9	-6	11
O=C(NCCNC(=O)c1cc(OCC(F)(F)F)ccc1OCC(F)(F)F)Nc1ccc(OC(F)(F)F)cc1	1	1	0	21	-1	-21	11	3	0	0
N#Cc1ccc(Oc2cc(C(F)(F)F)nc(-c3ccccn3)n2)cc1	0	-1	3	-1	-3	-43	6	-3	-4	-3
Cn1c(=O)c2cc(S(=O)(=O)NCCC(=O)NC3CCCCCCC3)ccc2n(C)c1=O	1	5	1	-6	-12	-28	8	3	5	-1
O=C(/C=C/Nc1cccc(C(F)(F)F)c1)C(F)(F)F	·	-6	0	·	·	2	·	·	2	·
Cc1ccc(-c2nc(CS(=O)CC(=O)NCCN3CCOCC3)c(C)o2)cc1 (stereo not drawn)	3	3	-4	-2	-5	-66	-5	-2	-3	-2
Cc1ccc(NC(=O)CCn2cccc2)cc1Cl	3	-2	0	-2	-3	-53	0	9	3	3

Profiles, quoted from the list. Order of screens: GSK3B inh, GSK3A inh, HSP90 inh, aSyn 5UTR inh, Platelet DG rel, KLF5 inh, HSF-1 act, DYRK1A inh, IEC-6 tox, HSF1 inh
Record of ONC(=Nc1ccccc1)C(=Nc1ccccc1)NO = 0, -1, -3, -2, 17, -15, 25, -8, -3, 17
Record of O=C(/C=C/Nc1cccc(C(F)(F)F)c1)C(F)(F)F = ·, -6, 0, ·, ·, 2, ·, ·, 2, ·
Record of CC(=O)c1ccc(NC(=O)c2cccc(S(=O)(=O)N3CCN(C)CC3)c2)cc1 = -1, -1, 2, -112, -2, -80, 27, 1, -2, -3
Record of COc1ccc(CN(Cc2cccnc2)S(=O)(=O)c2ccc(-n3cnnn3)c(OC)c2)cc1 = -5, -1, -6, 4, 4, -20, 11, -4, -2, -2

Source: PubChem (several laboratories)
